From PubChem
GLP-1R agonist: qHTS of GLP-1 Receptor Agonists; Potency, µM (titrated, usually from 45.6 µM), for inactives: at the highest dose activation, actives largely listed as activators; hit rate 0.007% among 380,000; HEK293 GLP-1R CRE-luciferase, luminescence, 4-6 h; cells express a hypersensitive GLP-1R form; note: potency is the fitted concentration of half-maximal effect; % of control where 0% means no effect
Target sequence (P43220 whole entry, looked up): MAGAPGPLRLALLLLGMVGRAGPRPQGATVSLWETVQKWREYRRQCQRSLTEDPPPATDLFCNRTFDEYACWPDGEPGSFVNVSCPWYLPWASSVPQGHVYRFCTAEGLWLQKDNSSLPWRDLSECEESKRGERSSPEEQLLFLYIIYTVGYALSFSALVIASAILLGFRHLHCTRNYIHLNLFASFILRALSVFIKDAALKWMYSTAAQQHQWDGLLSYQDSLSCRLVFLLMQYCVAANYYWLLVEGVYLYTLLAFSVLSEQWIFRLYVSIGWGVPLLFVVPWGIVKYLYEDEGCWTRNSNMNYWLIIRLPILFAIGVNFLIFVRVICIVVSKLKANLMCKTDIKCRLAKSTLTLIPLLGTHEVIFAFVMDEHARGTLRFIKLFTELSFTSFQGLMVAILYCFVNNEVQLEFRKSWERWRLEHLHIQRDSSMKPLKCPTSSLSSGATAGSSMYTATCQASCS
HEK293 tox: qHTS of GLP-1 Receptor Inverse Agonists: Cytotox Screen; HEK293 cAMP-luciferase reporter cells, luminescence, 24 h; Potency, µM (doses to about 38.3 µM), inactives show at the top dose activity change, negative = inhibition, most hits filed as inhibitors; hit rate 0.13% among 410,000; AID 624418, 2012;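 note: loss of luciferase light is scored as toxicity; potency is the fitted concentration of half-maximal effect; % is set by controls: 0 for no effect and ±100 for the full control effect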
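Cells in DMEM/10% Nu serum/1% pen-strep, 1536-well format. Pre-incubated 12 h, dosed with 23 nL compound, incubated a further 24 h. Luciferase detection, 12 min at room temp, luminescence.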
WRN inhibitor: qHTS for Inhibitors of WRN Helicase. Potency, µM (top dose mostly 114 µM), without a hit: at the highest dose activity change, negative = inhibition, hits mostly inhibitors. Bifunctional 3'-5' exonuclease/ATP-dependent helicase WRN (Homo sapiens), Q14191. hit rate 0.46% among 360,000. WRN helicase unwinding, fluorescent forked duplex, kinetic; note: potency is the fitted concentration of half-maximal effect; % is set by controls: 0 for no effect and ±100 for the full control effect; nearly all actives have a fitted effect of over 55% in size
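Fluorescence dequenching readout, ex 525 nm/em 598 nm, kinetic mode: forked duplex DNA (100 nM final) with adjacent fluorophore and quencher unwound by WRN (20 nM final) with 2 mM ATP. Compound preincubation 15 min, room temperature.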
PI5P4Ka inh: qHTS for Inhibitors of phosphatidylinositol 5-phosphate 4-kinase (PI5P4K); Phosphatidylinositol 5-phosphate 4-kinase type-2 alpha (Homo sapiens), P48426; PI5P4Kalpha enzyme, ADP-Glo luminescence, 60 min; active compounds read low; max response, %; hit rate 1.2% among 330,000; active = max response of -50% or lower; inconclusive = between -30% and -50%; inactive = -30% or higher; note: value at the top dose of about 77 µM; % is set by controls: 0 for no effect and ±100 for the full control effect
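Human PI5P4Kalpha with substrate in 0.038 M HEPES pH 7.4, 0.28 mM EGTA, 0.1% CHAPS, 5% DMSO; reaction started with 5 microM ATP (final), 60 min at room temperature. ADP formed read by ADP-Glo luminescence.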
PLK1 PBD block: qHTS for Inhibitors of PLK1-PDB (polo-like kinase 1 - polo-box domain): Primary Screen; hit rate 2.8% among 360,000; Serine/threonine-protein kinase PLK1 (Homo sapiens), P53350; Potency, µM, for inactives: max response, negative = inhibition, usual class: inhibitors; Plk1 PBD binding of FITC phosphopeptide, fluorescence polarization; note: potency is the fitted concentration of half-maximal effect; series mostly up to about 57 µM; % is set by controls: 0 for no effect and ±100 for the full control effect; nearly all actives have a fitted effect of over 65% in size
D3 antag: qHTS of D3 Dopamine Receptor Antagonist: qHTS; D(3) dopamine receptor (Homo sapiens), P35462; D3R cells, DiscoveRx beta-arrestin luminescence, antagonist mode; active compounds read low; max response, negative = inhibition, %; hit rate 2.5% among 360,000; in the data active = max response below about -50%; inconclusive = no clear call, values can overlap the other calls; note: % is set by controls: 0 for no effect and ±100 for the full control effect; mostly tested at two doses, the higher about 12 µM
Target sequence (P35462 whole entry, looked up): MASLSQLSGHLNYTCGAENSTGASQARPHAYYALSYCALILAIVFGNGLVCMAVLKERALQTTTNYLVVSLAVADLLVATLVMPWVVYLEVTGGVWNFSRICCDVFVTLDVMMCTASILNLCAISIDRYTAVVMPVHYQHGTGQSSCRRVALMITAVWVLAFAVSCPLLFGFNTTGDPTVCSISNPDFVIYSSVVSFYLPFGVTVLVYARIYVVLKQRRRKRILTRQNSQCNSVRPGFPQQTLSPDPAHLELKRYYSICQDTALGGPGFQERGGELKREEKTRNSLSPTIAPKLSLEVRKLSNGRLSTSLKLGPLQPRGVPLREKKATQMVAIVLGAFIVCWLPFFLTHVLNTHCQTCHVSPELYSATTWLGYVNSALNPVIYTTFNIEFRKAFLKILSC
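Cells plated overnight at 1500 cells/well, then exposed to library compounds with dopamine controls for 90 minutes at 37 degrees C. DiscoveRx reagent added for 30–60 minutes at room temperature; luminescence read, quantitative HTS format.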
IL-2 act: qHTS of IL-2 Activators | activation, % (series mostly up to about 46 µM) | IL-2 activation reporter assay, cell-based qHTS; stimulated with anti-CD3/CD4/CD28 beads; in transgenic mouse T cells | hit rate 0.065% among 360,000; in the data active = activation above about 50%; inconclusive = mostly about 30% to 49%; note: 0% is about no effect
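Using fluorescent plate cytometry, EGFP and DsRed are detected in transgenic mouse T cells stimulated 18 h at 37 degrees C with antibody-coated beads after 60 min compound pretreatment.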
DRD3 agonist: qHTS of D3 Dopamine Receptor Agonist: qHTS | D(3) dopamine receptor (Homo sapiens), P35462 | D3R DiscoveRx beta-arrestin cells, luminescence, 90 min | max activation, % | hit rate 0.58% among 410,000 | AID 652048, 2013; in the data active = max activation above about 30%; note: 0% is about no effect; mostly tested at two doses, the higher about 12 µM
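Agonist-mode cell screen: cells plated at 1500/well and incubated overnight at 37 °C, then exposed to library compounds for 90 min at 37 °C. Detection reagent was added for 30–60 min at room temperature, and luminescence was read.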
GLP-1R inv ag: qHTS of GLP-1 Receptor Inverse Agonists (Inhibition Mode). Glucagon-like peptide 1 receptor (Homo sapiens), P43220. HEK293 GLP-1R CRE-luciferase, luminescence, 24 h; GLP-1R form is constitutively active. Potency, µM (highest dose often 38.3 µM), inactives show at the highest dose activity change, negative = inhibition, usual class: inhibitors. hit rate 1.6% among 410,000. AID 624417, 2012; note: potency is the fitted concentration of half-maximal effect; % is set by controls: 0 for no effect and ±100 for the full control effect; nearly all actives have a fitted effect of over 55% in size
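Readout was luciferase luminescence, measured 12 min after detection reagent at room temperature. Beforehand, GLP-1R reporter HEK293 cells had sat 12 h, then received compounds for 24 hr at 37 deg C.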
* marks the source's active call; other numbers are inactive results; ? = inconclusive; · = no result given; & = joins results of further samples; [ ] = dose if it differs, or a comment. Unless noted, calls come from the whole dose curve; as a rule, active = well fitted curve in the direction sought with a large enough effect; inconclusive = small, poorly fitted or top-dose-only effect, or another doubt; inactive = no such curve, though single readings can be large; an effect the other way counts as inactive or inconclusive.

SMILES	GLP-1R agonist	HEK293 tox	WRN inhibitor	PI5P4Ka inh	PLK1 PBD block	D3 antag	IL-2 act	DRD3 agonist	GLP-1R inv ag
COc1cc(C(C2C(=O)CC(C)(C)CC2=O)C2C(=O)CC(C)(C)CC2=O)ccc1OC(C)=O	-1%	5%	2%	1	?	13	2.3	8	5%
CCOC(=O)NCCOC(=O)Nc1ccc(Cl)cc1	-3%	5%	3%	0	?	10	-0.3	7	5%
O=C(NCc1ccco1)C(=O)c1cn(CC(=O)N2CCCCC2)c2ccccc12	-4%	13%[0.307 µM]	-3%	-4	-13%	-11	0.7	4	-6%[0.307 µM]
CCCN1CCN(C(=O)C(NC(=O)c2ccco2)C(C)C)CC1 (centres undefined)	6%	8%	-3%	14	-15%	-14	-3.8	-4	6%
CN1/C(=C\C=C(/C#N)C(=O)Nc2ccc(Cl)cc2)C(C)(C)c2ccccc21	3%	28%	10%	-5	-7%	24	1.2	7	20%
c1cc2c(cc1CN1CCN(C3CCCCCC3)CC1)OCO2	-1%	8%	6%	-7	4%	-51*	0.1	-16	-3%
CCOc1ccc(OCC)c(Nc2cc(C)nc3ncnn23)c1	10%	4%	-5%	7	1%	3	-3.7	0	5%
CCN(CC)c1ccc(CNc2nc3ccccc3n2CC)cc1	19%	4%	4%	3	-19%	?	-1.5	-25	-9%
O=C(OCC(=O)N1CCCC1)c1cc(Br)ccc1Cl	8%	-1%	4%	-2	-10%	-11	-2.5	-19	2%
NS(=O)(=O)c1ccc(NC(=S)N2CCN(c3cccc(Cl)c3)CC2)cc1	-3%	-3%	-6%	7	17µM*	?	-1.9	2	?
N#CC1(NC(=O)COC(=O)C23CC4CC(CC(O)(C4)C2)C3)CCCCC1	-7%	2%	-6%	1	-13%	1	-1.1	4	18%
c1ccc2c(-c3nnc4n3CCCCC4)cc(-c3ccncc3)nc2c1	7%	8%	-16%	0	2%	-2	-0.4	-2	46%[activator]
COc1cc(/C=C2/SC(=S)N(CC3CCCO3)C2=O)ccc1O (centres undefined)	9%	?	79µM*	-6	46%[activator]	61	-6.5	-7	5%
CCOC(=O)c1c(C)n(C)c2ccc(OC)c(NC(=O)c3cccs3)c12	8%	-18%	3%	-8	30µM*	-26	-0.9	-6	-28%
O=C(Nc1ccc(F)c(Cl)c1)C1CCCN(c2cnccn2)C1 (centres undefined)	6%	-4%&1%	2%	10	-8%	0	-0.9	-10&-8	?
COc1cc(C)c(S(=O)(=O)NCCCn2ccnc2)cc1C	-4%	-1%	-3%	-1	0%	4	-0.4	2	-4%
COc1ccccc1-n1cnc2sc(-c3ccccc3)cc2c1=O	14%	-2%	-4%	4	0%	28	-0.3	6	4%
COC(=O)c1c(NC(=O)C2CC=CCC2C(=O)O)sc(C)c1C (centres undefined)	-11%	4%	-3%	·	-12%	14	2.4	25	7%
CCCCN(CC)CCNC(=O)c1cc2c(=O)n(C)c3ccccc3c2n1C	-6%	-27%	-8%	0	-10%	-73*	-1.8	-17	-26%
Cc1cccc(OCCOC(=O)c2c(-c3ccccc3)noc2C)c1	23%	-13%	-10%	14	-6%	7	1.9	6	?
CC1CC1C(=O)N(CCC1=CCCCC1)c1c(N)n(Cc2ccccc2)c(=O)[nH]c1=O (centres undefined)	-2%	-8%	8%	-5	-6%	-10	-6.2	2	6%
COC(=O)c1ccc(NC(=O)c2ccc(NS(=O)(=O)c3cccc4cccnc34)cc2)cc1	13%	-2%	9%	-4	-15%	-8	1.4	-3	51%[activator]
C[C@H]1CN([C@@H](C)CO)C(=O)c2cc(Br)cnc2O[C@@H]1CN(C)C(=O)C1CCC1	-4%	3%	-10%	7	4%	14	3.0	2	12%
OCCNC(=S)c1ccccc1	-8%	-17%	4%	-2	0%	33	-0.1	-6	8%
CC(=O)Nc1cccc(C(=O)OCC(=O)Nc2nnc(-c3ccccc3)o2)c1	-14%	-6%	-15%	-14	-7%	-2	-4.2	-11	10%
Cc1ccccc1CN1C(=O)c2ccccc2S(=O)c2ccc(C(=O)NCc3ccc4c(c3)OCO4)cc21 (centres undefined)	2%	0%	·	·	·	·	·	-2	18%
CCN(C)Cc1c(C(=O)N2CCc3ccccc3C2)nc2ccc(Cl)cn12	1%	4%	4%	1	-3%	-13	-0.1	-7	-18%
Cc1cc(NC(=O)CSc2nnc(CNc3cccc(C(F)(F)F)c3)n2Cc2ccco2)no1	3%	-27%	-3%	·	-1%	-22	-1.4	1	0%
CC(C)NC(=S)NN=C1CCC(c2ccccc2)CC1 (centres undefined)	7%	?	-23%	0	?	-3	-0.7	2	?
CO[C@H]1CN(C)C(=O)c2ccc(NC(=O)C3CCC3)cc2OC[C@H](C)N(Cc2ccc(F)cc2)C[C@@H]1C	·	-27%	1%	-2	-7%	2	-0.5	0	?
Cc1ccc(S(=O)(=O)OCC(=O)Nc2ccc(C(=O)O)c(O)c2)cc1	-2%	-5%	?	-22	-13%	0	5.3	-5	2%
CN(CC(=O)Nc1ccc(OC(F)(F)F)cc1)C(=O)Cn1c(=O)cnc2ccccc21	-8%	-4%	4%	3	-16%	-13	3.5	-1	-10%
CCNC(=O)COc1ccc2ccccc2c1	0%	-19%	8%	·	-6%	6	-0.3	-2	2%
O=C(CSc1nnc(CNC(=O)c2cccc(C(F)(F)F)c2)o1)NC1CCCCC1	-5%	-2%	-3%	3	5%	14	0.5	3	?
COc1cccc2c(=O)n(CC(=O)Nc3ccc(F)cc3F)ccc12	-3%	5%	8%	0	-7%	1	-1.6	0	8%
Cc1ccc(NC(=O)CCn2nc([N+](=O)[O-])cc2C)nc1	3%	15%	-25%	-18	-13%	?	-0.6	-3	15%
O=C(NC(=S)NCCSc1ccccc1)c1cccnc1	18%	2%	-1%	1	-7%	5	0.3	2	9%
COC(=O)C1CCN(C(=O)COC(=O)CC(NC(C)=O)c2ccccc2)CC1 (centres undefined)	-2%	44%[activator]	-9%	1	-1%	3	1.5	2	11%
COc1ccc(NC(=O)CN2C(=O)C(c3ccccc3)=NC23CCCCCC3)cc1OC	6%	-1%	-2%	16	1%	4	-2.9	-8	-9%
O=S(c1cc(Cl)cc(Cl)c1O)c1cc(Cl)cc(Cl)c1O	-2%&-5%	0%	-13%	-51*	?	9	-0.8	9&7	6%
Cn1c(SCC(=O)N2CCOCC2)nc2cccnc21	-5%	-8%	7%	-1	-11%	15	0.9	2	?
Clc1ccc(SCCCCn2ccnc2)cc1	18%	1%	-4%	-8	-2%	10	-0.4	-5	?
Cc1[nH]nc(Nc2ccc(O)cc2)c1[N+](=O)[O-]	11%	-21%	4%[57.1 µM]	-2	-17%	-16	0.5	0	87%[activator]
Cc1ccc(S(=O)(=O)N2[C@@H](c3ccc(Cl)cc3)C(C(=O)O)=CC[C@H]2c2ccc3c(c2)OCO3)cc1	-6%	-11%	-10%	-2	-6%	19	-1.7	-12	?
Cc1ccc2c(c1)C(=O)CC1(CCC(C(C)(C)C)CC1)O2 (centres undefined)	5%	6%	-1%	-1	-3%	13	-0.1	9	5%
Cc1ccc(C(=O)CN(C(=O)c2ccc(Cl)c(Cl)c2)N2C(=O)C3C4C=CC(C4)C3C2=O)cc1 (centres undefined)	-7%	5%	-12%	·	3%	14	0.4	1	0%
O=C(Nc1cccc(F)c1)[C@@H]1CCCN1	-2%	-1%	2%	-2	0%	10	0.3	-2	8%
CCOCCCN(C(=O)CCC(=O)Nc1cc(C)on1)C(C(=O)NC(C)(C)CC)c1cccc(OC)c1OC (centres undefined)	5%	1%	16%	0	-1%	1	1.0	3	8%
COc1ccc(C(=O)Nc2ccc(Cl)cc2F)cc1S(=O)(=O)N1CCCC1	-6%	-7%	7%	-4	-9%	4	1.8	-7	-25%
CCOC(=O)C1CCCN(c2c(NCCC(C)C)c(=O)c2=O)C1 (centres undefined)	11%	-11%	3%	-2	-6%	-18	1.6	-1	-7%
CSCCC(=O)N1CCC(n2nccc2NC(=O)CCCc2ccccc2)CC1	-2%	-4%	5%	-1	-2%	4	-0.6	-6	13%
CCN1C(=NCc2ccco2)N[C@@H](c2cccc(C(F)(F)F)c2)C(C(=O)OC)=C1C	15%	1%	6%	-7	-8%	0	-0.8	-9	-13%
NC(=O)c1ccc(N2CCC(C(N)=O)CC2)c([N+](=O)[O-])c1	-6%	-12%	-3%	1	-11%	-17	-0.4	-3	7%
O=C(/C=C/c1ccc2ccccc2n1)c1cc(Cl)ccc1O	-6%	0%	-5%	-4	?	-5	-0.6	0	-5%
Cc1ccc(N2C(=O)c3n[nH]c(C)c3C2c2ccccc2Cl)cc1 (centres undefined)	-5%	-10%	·	·	·	·	·	5	?

Structural class: the compounds so far with a COOH group.
SMILES	GLP-1R agonist	HEK293 tox	WRN inhibitor	PI5P4Ka inh	PLK1 PBD block	D3 antag	IL-2 act	DRD3 agonist	GLP-1R inv ag
COC(=O)c1c(NC(=O)C2CC=CCC2C(=O)O)sc(C)c1C (centres undefined)	-11%	4%	-3%	·	-12%	14	2.4	25	7%
Cc1ccc(S(=O)(=O)OCC(=O)Nc2ccc(C(=O)O)c(O)c2)cc1	-2%	-5%	?	-22	-13%	0	5.3	-5	2%
Cc1ccc(S(=O)(=O)N2[C@@H](c3ccc(Cl)cc3)C(C(=O)O)=CC[C@H]2c2ccc3c(c2)OCO3)cc1	-6%	-11%	-10%	-2	-6%	19	-1.7	-12	?
